High-throughput results deposited in PubChem BioAssay by several laboratories.
PfHsp40 rescue: compounds rescuing yeast from Plasmodium falciparum HSP40 toxicity. S. cerevisiae expressing PfHsp40, growth rescue, ATP luminescence. growth rescue, % at 12.5 µM. 0.68% of 340,000 active. AID 504582; in the data active = growth rescue above about 28%, passing the limit was not always enough; inconclusive = no clear call, values can overlap the other calls;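 also: yeast W303a lacking pdr1 and pdr3 grown in galactose medium; growth measured after three days at 30 °C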
CCHFV vOTU inh: CCHFV vOTU protease inhibition | AID 651958 | Pep-AMC fluorescence | 0.55% of 370,000 active | inhibition, % at 11.5 µM; in the data active = inhibition above about 30%; also: 0% = vehicle wells with enzyme and 100% = no enzyme wells
BoNT-F LC inh: BoNT F light chain protease inhibition. 0.22% of 360,000 active. Multiplex microsphere protease cleavage assay, flow cytometry. AID 588497. inhibition, % at 10 µM; in the data active = inhibition above about 35%, passing the limit was not always enough; inconclusive = no clear call, values can overlap the other calls; also: plate controls were buffer without enzyme for full effect and enzyme alone for no effect
BoNT A protease: blocks Botulinum neurotoxin A light chain protease; multiplex microsphere protease substrate cleavage, flow cytometry; inhibition, % at 10 µM; 0.17% of 360,000 active; AID 588499; also: plate controls were buffer without enzyme for full effect and enzyme alone for no effect
Anthrax LF inh2: blocks Bacillus anthracis lethal factor protease; P15917; multiplex microsphere protease cleavage assay, LF; inhibition, % at 10 µM; 0.12% of 360,000 active; AID 588501; also: plate controls were buffer without enzyme for full effect and enzyme alone for no effect
FadD28 binding: inhibitors of Mycobacterium tuberculosis FadD28 bisubstrate binding. FadD28 bisubstrate probe binding, fluorescence polarization. inhibition, % at 12.5 µM. 0.22% of 360,000 active; in the data active = inhibition above about 8.5%, passing the limit was not always enough; inconclusive = no clear call, values can overlap the other calls
TcdB GH inh: blocks C. difficile toxin B glycohydrolase activity. P18177. TcdB glycohydrolase enzymatic assay, plate reader. inhibition, % at 9.99 µM. 0.24% of 350,000 active. AID 652162; in the data active = inhibition above about 10%
Target sequence (P18177 whole entry, looked up): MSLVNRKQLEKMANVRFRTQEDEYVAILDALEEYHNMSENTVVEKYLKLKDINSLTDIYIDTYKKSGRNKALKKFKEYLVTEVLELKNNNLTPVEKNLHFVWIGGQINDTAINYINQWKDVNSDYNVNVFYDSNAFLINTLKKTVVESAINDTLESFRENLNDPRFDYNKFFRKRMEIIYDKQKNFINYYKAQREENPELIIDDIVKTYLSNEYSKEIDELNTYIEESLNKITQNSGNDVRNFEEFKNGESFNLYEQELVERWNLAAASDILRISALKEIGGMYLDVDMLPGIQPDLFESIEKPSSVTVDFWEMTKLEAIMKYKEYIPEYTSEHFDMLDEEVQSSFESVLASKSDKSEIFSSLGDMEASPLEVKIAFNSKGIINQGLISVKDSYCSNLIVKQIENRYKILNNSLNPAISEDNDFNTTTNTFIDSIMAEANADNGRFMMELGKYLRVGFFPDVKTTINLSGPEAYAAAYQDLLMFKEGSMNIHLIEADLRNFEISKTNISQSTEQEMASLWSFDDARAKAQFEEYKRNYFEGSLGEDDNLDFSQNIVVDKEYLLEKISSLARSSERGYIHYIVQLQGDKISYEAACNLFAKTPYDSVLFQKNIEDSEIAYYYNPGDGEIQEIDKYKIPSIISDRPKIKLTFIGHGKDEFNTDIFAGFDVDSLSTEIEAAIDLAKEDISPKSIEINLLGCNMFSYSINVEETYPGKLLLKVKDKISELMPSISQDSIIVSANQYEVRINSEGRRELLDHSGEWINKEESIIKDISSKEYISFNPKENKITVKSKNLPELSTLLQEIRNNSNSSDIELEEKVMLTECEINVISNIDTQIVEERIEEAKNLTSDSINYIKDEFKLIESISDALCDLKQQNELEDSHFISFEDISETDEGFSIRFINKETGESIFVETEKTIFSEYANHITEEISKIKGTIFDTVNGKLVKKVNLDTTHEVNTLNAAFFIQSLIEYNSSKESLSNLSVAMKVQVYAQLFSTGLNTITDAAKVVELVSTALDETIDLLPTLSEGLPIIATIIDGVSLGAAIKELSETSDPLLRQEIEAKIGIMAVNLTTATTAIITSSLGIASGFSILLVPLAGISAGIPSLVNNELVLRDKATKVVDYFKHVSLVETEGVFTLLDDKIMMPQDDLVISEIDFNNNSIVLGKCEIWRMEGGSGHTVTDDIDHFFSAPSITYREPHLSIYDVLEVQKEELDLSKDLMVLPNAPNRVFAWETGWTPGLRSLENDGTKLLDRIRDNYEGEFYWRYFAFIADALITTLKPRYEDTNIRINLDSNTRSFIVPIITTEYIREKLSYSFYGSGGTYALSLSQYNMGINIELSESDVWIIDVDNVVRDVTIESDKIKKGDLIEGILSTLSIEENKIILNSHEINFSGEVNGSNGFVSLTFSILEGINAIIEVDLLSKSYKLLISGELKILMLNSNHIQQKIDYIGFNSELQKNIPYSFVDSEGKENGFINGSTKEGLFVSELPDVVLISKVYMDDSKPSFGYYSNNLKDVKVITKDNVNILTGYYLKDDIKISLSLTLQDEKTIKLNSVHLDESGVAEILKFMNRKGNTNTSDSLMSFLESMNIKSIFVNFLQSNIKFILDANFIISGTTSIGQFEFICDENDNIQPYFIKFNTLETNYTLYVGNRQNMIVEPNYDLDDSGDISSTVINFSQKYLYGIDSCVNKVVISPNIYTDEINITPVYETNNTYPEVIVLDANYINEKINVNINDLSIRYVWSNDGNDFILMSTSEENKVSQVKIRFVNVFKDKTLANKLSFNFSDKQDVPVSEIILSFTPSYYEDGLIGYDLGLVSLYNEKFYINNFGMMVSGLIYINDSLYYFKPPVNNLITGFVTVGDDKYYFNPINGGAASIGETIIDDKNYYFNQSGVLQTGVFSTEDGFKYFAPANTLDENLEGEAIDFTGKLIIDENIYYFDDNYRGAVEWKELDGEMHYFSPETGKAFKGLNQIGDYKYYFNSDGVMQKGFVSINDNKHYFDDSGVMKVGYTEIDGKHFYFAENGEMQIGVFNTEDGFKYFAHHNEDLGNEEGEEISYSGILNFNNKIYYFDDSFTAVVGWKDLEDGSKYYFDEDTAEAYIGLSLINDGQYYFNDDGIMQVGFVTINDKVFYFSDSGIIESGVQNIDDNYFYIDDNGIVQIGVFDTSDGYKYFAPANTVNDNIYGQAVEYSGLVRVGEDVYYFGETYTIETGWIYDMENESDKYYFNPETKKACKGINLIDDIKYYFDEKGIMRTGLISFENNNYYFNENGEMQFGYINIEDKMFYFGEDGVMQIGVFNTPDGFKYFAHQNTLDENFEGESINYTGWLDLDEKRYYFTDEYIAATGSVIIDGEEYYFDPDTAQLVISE
PrPC TRFRET: cell surface PrPC inhibition, primary TR-FRET screen. P04156. TR-FRET read-out. inhibition, % at 13.8 µM. 0.43% of 370,000 active; in the data active = inhibition above about 24%; also: 0% = median of the test wells and 100% = reference compound wells
Y pestis TopoI: inhibitors of Yersinia pestis topoisomerase I | 0.064% of 360,000 active | activity, % at 10 µM | Y. pestis Topo-I cleavage product accumulation, plate reader; in the data active = activity above about 50%, passing the limit was not always enough; inconclusive = no clear call, values can overlap the other calls; also: inactives centre near 2
* = called active by the depositor; ? = inconclusive; · = no result given. Rule as the data show it, unless noted: active = inhibition above about 30%; inconclusive = no clear call, values can overlap the other calls; inactive = below that.

SMILES	PfHsp40 rescue	CCHFV vOTU inh	BoNT-F LC inh	BoNT A protease	Anthrax LF inh2	FadD28 binding	TcdB GH inh	PrPC TRFRET	Y pestis TopoI
COc1cc(/C=C/C(=O)OCC(=O)Nc2oc(C)c3c(C)n[nH]c(=O)c23)ccc1OC(F)F	?	-6	3	3.8	6	-0.1	-2.5	-3	0
Cn1ccc(C(=O)OCC(=O)Nc2ccccc2Cl)n1	-0.1	6	2	1.3	2	-1.0	0.7	-5	3
C=CCNC(=S)N/N=C/c1ccc(-c2ccc(Cl)cc2Cl)o1	18	-3	-4	0.0	-7	-3.4	-1.7	-2	7
Cc1nn(-c2ccccc2)nc1CNC(=O)C(C)Cc1ccccc1 (configuration not stated)	-1.9	-5	-5	-0.2	2	-4.4	1.6	-6	-5
CC(C)n1c(SCC(=O)N2c3ccccc3Sc3ccccc32)nc2c1c(=O)n(C)c(=O)n2C	-0.7	3	1	-0.1	-6	-0.6	·	0	1
COc1ccccc1CNC(=O)CCCN1C(=O)NC2(CCCC2)C1=O	-1.6	0	2	1.3	0	-3.1	-0.5	-5	-9
COc1ccc(Cn2nnc(C(=O)Nc3ccc(F)cc3)c2N)cc1	-0.8	7	4	0.0	1	-1.0	·	5	4
COc1ccc(C(c2nnnn2-c2ccc(OC)cc2)N2CCC(n3c(=O)[nH]c4ccccc43)CC2)cc1 (configuration not stated)	·	10	-7	2.6	7	-1.0	1.7	-6	·
COc1ccc2c(c1)C(=NNc1ccc(C(=O)O)cc1)c1cc(OC)ccc1-2	-1.5	-7	0	0.4	-2	?	4.6	-3	-8
CN(CCC#N)C(=O)COC(=O)c1c2c(nc3ccccc13)/C(=C\c1ccco1)CC2	0.6	-3	2	7.2	2	-1.9	1.3	-11	32
Cc1ccc(S(=O)(=O)N2CCN(C(=O)COC(=O)c3ccc([N+](=O)[O-])o3)CC2)c(C)c1	-0.1	5	·	·	·	-2.3	-0.9	-23	9
COc1ccc(C(=O)Nc2ccc(S(=O)(=O)Nc3cnc4ccccc4n3)cc2)cc1	6.7	-7	-9	-2.2	9	-2.8	0.1	0	-5
CC1CN(C(=O)CCCN2C(=O)c3ccccc3C2=O)CC(C)O1 (configuration not stated)	6.4	5	?	0.8	-4	1.1	-13	6	13
Cc1c(C(C)C[C@H](C)O)oc(=O)c2c1Oc1c(C)c(C(C)C[C@H](C)O)oc(=O)c1C2 (some centres not stated)	-0.7	10	-10	-0.5	-1	-0.7	0.4	4	-7
COC(=O)c1sc(S(=O)(=O)NCCC(=O)O)c(C(=O)OC)c1C	-0.2	-2	-7	-0.4	0	-1.7	1.3	6	6
CCS(=O)(=O)CCSC1OC(COC(C)=O)C(OC(C)=O)C(OC(C)=O)C1OC(C)=O (configuration not stated)	3.2	-13	-3	0.0	-4	-0.8	0.6	-7	-2
O=C1C2CCCN2C(c2ccc(F)cc2)N1c1nccs1 (configuration not stated)	-2.2	18	-5	-0.7	3	-3.0	·	1	1
CN(C(=O)c1ccc(NC(=O)Cc2ccc(NC(=O)C3CCN(C(=O)CCc4ccccc4)CC3)cc2)cc1)C1CC1	0.1	0	-4	-0.5	-8	-2.9	1.8	2	6
COc1ccc2c(c1)[C@H]1[C@H](CO2)[C@H](c2ccccc2)[C@]2(C)C(=O)Nc3ccc(F)cc3C(=O)N12	0.0	6	-2	0.0	-4	-3.8	1.0	4	9
COC(=O)c1cc2c(n(-c3ccccc3)c1=O)CCCC2=O	-0.7	-2	-13	-1.1	-3	-0.9	1.2	3	7
OC(COc1cccc2ccccc12)CN1CCN(c2ccccc2)CC1 (configuration not stated)	-0.3	4	2	1.2	8	-0.5	-10	4	9
CCOC(=O)C(=O)Nc1ccc(OC)c(Cl)c1	0.4	11	6	0.0	0	-1.1	0.8	5	-13
COC(=O)c1ccc(C(=O)OC)c(NC(=O)CN2CCN(c3ccc(OC)cc3)CC2)c1	0.1	6	-4	-0.4	-1	-5.2	·	5	-5
O=[N+]([O-])c1cc(S(=O)(=O)NC2=NCCCCC2)ccc1NCC1CCCCC1	-0.9	11	-3	0.6	-8	-1.6	-0.9	-5	-1
COc1cc(CNCc2ccc(Br)cc2)cc(OC)c1	-1.0	-10	-24	-1.0	-5	-0.9	-0.1	-8	20

At a glance, some entries already given:
SMILES	PfHsp40 rescue	CCHFV vOTU inh	BoNT-F LC inh	BoNT A protease	Anthrax LF inh2	FadD28 binding	TcdB GH inh	PrPC TRFRET	Y pestis TopoI
CC1CN(C(=O)CCCN2C(=O)c3ccccc3C2=O)CC(C)O1 (configuration not stated)	6.4	5	?	0.8	-4	1.1	-13	6	13
Cc1c(C(C)C[C@H](C)O)oc(=O)c2c1Oc1c(C)c(C(C)C[C@H](C)O)oc(=O)c1C2 (some centres not stated)	-0.7	10	-10	-0.5	-1	-0.7	0.4	4	-7
COC(=O)c1sc(S(=O)(=O)NCCC(=O)O)c(C(=O)OC)c1C	-0.2	-2	-7	-0.4	0	-1.7	1.3	6	6

(next part)
SMILES	PfHsp40 rescue	CCHFV vOTU inh	BoNT-F LC inh	BoNT A protease	Anthrax LF inh2	FadD28 binding	TcdB GH inh	PrPC TRFRET	Y pestis TopoI
NNC(=O)Cc1cccc2ccc(Cl)cc12	·	6	-6	0.2	-2	-3.0	0.7	1	10
Nc1c(C(=O)Nc2ccccc2F)sc2nc(-c3ccco3)ccc12	0.2	-22	-3	14	6	-0.3	·	-8	-2
COC(=O)C1CCN(C2=C(NS(=O)(=O)c3ccc(Cl)cc3)C(=O)c3ccccc3C2=O)CC1	0.2	6	0	-0.4	-8	1.4	-0.1	-40	22
N#Cc1ccc(Oc2cccc(C(=O)O)c2)cc1C#N	-1.8	10	-20	-1.0	-3	-4.5	·	0	-5
O=C(O)CCn1nnc(-c2cccs2)n1	-1.9	-5	·	·	·	0.7	·	-1	5
CC1(C)CC(CCNC(=O)c2ccc(-n3cnnn3)cc2)CC(C)(C)N1	0.1	4	-12	-0.4	0	-1.6	·	-7	1
COc1ccccc1N1CCN(C(=O)c2ccc(NS(=O)(=O)c3ccc(C)cc3)cc2)CC1	0.3	-5	-5	-0.1	8	-1.8	4.4	7	11
O=C(O)C1C2C=CC(C2)C1C(=O)NCc1cccs1 (configuration not stated)	1.0	-6	-2	0.5	-3	-2.8	-0.7	-2	0
Cc1ccc(NC(=O)Nc2cccc(F)c2)nc1	-0.1	-10	5	0.3	-3	-1.4	0.3	4	-4
CC(=O)Nc1nc2c(F)cccc2s1	2.4	-8	-7	-0.5	-9	0.0	-0.7	0	-2
COc1ccc2cc3c(N)nn(C(=O)Cc4c[nH]c5ccccc45)c3nc2c1	0.4	-7	4	-0.1	-6	-1.3	0.1	-8	4
Cn1nc(C(=O)NCc2cccc(Cl)c2)c2c1-c1ccccc1S(=O)(=O)C2	1.1	-5	3	-1.0	-1	1.4	-1.9	-1	11
COc1cccc(C=O)c1OCCN1C(=O)c2ccccc2C1=O	-1.3	-2	12	-0.4	21	-0.8	-4.8	1	1
Cc1nnc(SCc2ccc(Cl)cc2Cl)[nH]c1=O	4.5	5	15	-0.1	-1	-4.2	·	2	-7
NC(=O)NNC1=Nc2cccc3cccc1c23	0.0	5	2	0.4	2	1.3	0.4	-6	0
Cc1nc2cc(-c3ccc(F)cc3)[nH]n2c(=O)c1C	-1.9	-11	1	-1.6	-4	-3.9	0.6	3	-6
Cc1cccc(/C=N/c2sc3c(c2C(=O)OC(C)(C)C)CCN(C)C3)c1O	-2.2	-32	-10	2.3	-1	-4.4	·	-4	21
CNC(=S)N/N=C/c1c(C)nn(-c2ccccc2)c1Cl	-0.5	1	-21	-2.3	-10	-2.1	·	-2	-3
O=S(=O)(c1ccc(NCCOc2ccccc2)nc1)N1CCCC1	-1.3	1	4	0.2	7	-2.2	0.1	-2	7
CC(=NC1CC1)c1c(-c2ccccc2)[nH]n(-c2nc3ccccc3s2)c1=O	0.1	9	2	0.2	-2	-2.2	·	-7	25
O=C(c1c[nH]c2ccccc12)C(Cl)c1ccccc1 (configuration not stated)	3.7	2	-19	0.9	-8	0.2	1.5	-1	7
CC(C)(C)n1nnnc1C(c1ccc(Cl)cc1)N(Cc1cccnc1)Cc1ccco1 (configuration not stated)	0.2	7	·	·	·	-1.0	·	-2	36
Fc1cccc(NCCc2c[nH]c3ccccc23)n1	1.9	10	-12	-2.5	1	2.5	2.0	2	-3
O=C(O)c1ccc(CS(=O)(=O)c2cccc(C(F)(F)F)c2)o1	-1.9	-9	5	0.4	2	-0.9	·	1	-1
CC(=O)NC(CCS(C)(=O)=O)C(=O)Nc1ccc2c(c1)OCCO2 (configuration not stated)	-1.6	-12	21	0.3	0	1.5	-0.1	-7	0

The list goes on:
SMILES	PfHsp40 rescue	CCHFV vOTU inh	BoNT-F LC inh	BoNT A protease	Anthrax LF inh2	FadD28 binding	TcdB GH inh	PrPC TRFRET	Y pestis TopoI
Cc1ccc(NC(=O)COC(=O)CCNS(=O)(=O)c2c(Cl)cccc2Cl)cc1	0.4	1	2	0.4	-2	-2.4	-0.3	2	6
CCn1c(O)c(N=Nc2ccc(S(=O)(=O)N3CCOCC3)cc2)c(=O)n(CC)c1=S	0.2	1	-5	2.5	2	-0.6	1.4	-2	5
CC(C)Cc1ccc(C(C)C(N)=NCCc2ccccc2)cc1 (configuration not stated)	-2.3	14	?	-0.8	2	-0.3	1.0	-21	4
O=C(Nc1cccc(-c2ccc(F)cc2)c1)C1CCCN(Cc2cccnc2)C1 (configuration not stated)	-0.6	18	-17	-3.0	1	-3.5	1.5	3	11
CCOc1ccc(NC(=O)c2ccc(CSc3nnc(C)s3)cc2)cc1	1.4	-5	5	0.2	4	-0.5	0.9	2	14
CC(C)Nc1nc(NC(C)C)nc(N(C)C(N)=O)n1	-0.2	-8	2	1.8	-1	-3.3	·	-4	3
CCCCS/C(N)=N/N=C/c1cc(C)ccc1O	1.4	9	0	0.0	-4	0.5	·	2	12
Cc1cccc(CC(=O)Nc2ccc(C(=O)N3CCCCC3)cc2)c1	1.2	2	1	0.3	3	-1.1	-2.0	1	-1
C[C@](N)(Cc1ccc(O)c(O)c1)C(=O)O	0.4	-6	-12	-0.6	-8	-2.7	-12	-1	2
COC(=O)C1=C(C)N(C)C(=O)NC1c1cc2c(cc1[N+](=O)[O-])OCO2 (configuration not stated)	35*	7	-5	-1.3	-10	0.7	-0.2	-5	-5
CCC(=O)NC(=S)Nc1ccc(-c2nc3ccc(C)cc3s2)cc1	-0.2	-4	0	0.0	-2	-4.3	·	0	-5
CCCCc1cc(=O)oc2cc(C)cc(OCC(=O)NC(Cc3ccc(Cl)cc3)C(=O)O)c12 (configuration not stated)	2.6	2	-3	-0.5	-7	-6.7	-2.6	11	12
CSc1ccccc1NC(=O)c1cnc2n(c1=O)CCS2	-0.3	-3	7	0.0	-6	-0.4	0.7	4	-7
NS(=O)(=O)c1ccc(NC(=O)c2ccc(S(=O)(=O)N3CCOCC3)o2)cc1	·	-11	·	·	·	-3.9	-0.1	5	-4
CCCCCc1ccc(OCCOCCn2c[n+](C)c3ccccc32)c(CCCCC)c1	55*	·	-5	-0.3	-2	-17	·	·	0
Cc1cccc(C)c1Nc1nnc(SCc2cc([N+](=O)[O-])cc3c2OCOC3)s1	-1.4	4	15	15	-4	-4.2	-0.3	3	-6
O=c1cc(C=NNc2ccc([N+](=O)[O-])cc2)[nH]c(=O)[nH]1	1.0	3	-9	-0.2	-4	-2.2	0.1	-17	-2
CC(=O)N1CCc2cc(S(=O)(=O)N3CCCCCC3)ccc21	1.9	0	0	-0.1	-2	-0.7	0.5	-7	0
Cc1cc(C)c(CN2CCN(C(=O)Cn3cnc4c(OCc5ccccc5)ncnc43)CC2)c(C)c1	-0.7	10	-2	-0.1	-5	-2.7	1.6	5	33
O=C1CC(c2ccc(F)cc2)Sc2nc(-c3ccccc3)c(-c3ccccc3)n21 (configuration not stated)	-0.4	9	-14	-1.3	-3	-1.7	·	-4	-2
CC(C)CCNC(=O)C(=O)Nc1ccccc1	-0.7	4	-6	-0.5	-1	-3.4	0.8	-3	-6
CCC(C)(C)NC(=O)C(c1ccc(OC)cc1)N(C(=O)CCC(=O)Nc1cc(C)on1)C1CC1 (configuration not stated)	1.2	-1	11	1.3	1	-0.8	7.1	4	24
Cc1sc(NC(=O)c2ccc(Br)s2)c(C(N)=O)c1C	-0.1	1	-6	-1.3	4	0.9	·	0	8

Compounds were not picked by outcome; overall some 2.3% were active at least once.
